# SIAH1 antagonists – blockers of Siah-1 interaction with plectin peptide – biochemical, fluorescence polarization, rhodamine-plectin, uHTS, primary screen (AID 1817); Siah-1 / rhodamine-plectin peptide fluorescence polarization; higher % means a stronger effect; one-dose displacement, % at 20 µM; IC50 in µM for titrated hits; actives 0.02% (n = 290,000);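 active means displacement of at least 50% at 20 µM, with a fluorescence ratio check between 0.3 and a set limit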;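 further: plate controls were Siah plus tracer with DMSO for no effect and tracer alone without Siah for full effect; strong numbers were not always called active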
# HEK293 NOD2/NF-kB – NOD2 signaling inhibitors, cell-based, luminescence, uHTS, HEK293 (AID 1566); actives 0.63% (n = 290,000); HEK293 NOD2/NF-kB luciferase reporter, luminescence; higher % means a stronger effect; one-dose inhibition, % at 4 µM; EC50 in µM for titrated hits; further: many of its hits are not listed in these tables
# XIAP displacement – small molecules displacing peptide from XIAP – biochemical, IAP family, fluorescence polarization (AID 1018); XIAP BIR domain, fluorescence polarization peptide displacement; higher % means a stronger effect; one-dose displacement, % at 20 µM; IC50 in µM for titrated hits; actives 0.007% (n = 200,000); in the data active means displacement above about 50%; further: a part of the inactive calls stands beside numbers as strong as those of hits
# AID2073 – inhibitors of Mint1-CaV2.2 protein interaction, biochemical, HTRF (AID 2073); inhibition, % at 20 µM; hits with a dose series show IC50 in µM; actives 0.19% (n = 290,000); HTRF protein-protein interaction, Mint1-CaV2.2; higher % means a stronger effect; in the data active means inhibition mostly above about 51%, no sharp cut-off; inconclusive means no clear call, values can overlap the other calls; inactive means mostly below about 53%; further: some results filed as inactive read as strong as hits
# LYP phosphatase – PTPN22 lymphoid phosphatase activity blockers – biochemical, fluorescence intensity, uHTS (AID 1779); recombinant LYP phosphatase, fluorescence intensity; higher % means a stronger effect; one-dose inhibition, % at 11.5 µM; IC50 in µM for titrated hits; actives 0.054% (n = 290,000);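 further: plate controls were vehicle with enzyme for no effect and no enzyme for full effect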
# Myeloid diff 2 – myeloid differentiation induction; actives 1% (n = 360,000); calls only at 10 µM; ER-HoxA9 myeloid progenitors, lysozyme-GFP differentiation, flow cytometry;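 active means normalized GFP-positive differentiation at or above the plate's own cutoff, the solvent-only control mean plus 3 SD; inconclusive means no clear call, values can overlap the other calls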;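 further: cells exposed to compound for four days before flow analysis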
# HIV peptide binding – inhibitors of HIV fusion peptide binding, primary screen, biochemical, uHTS, fluorescence dequenching (AID 1986). cell-free peptide binding, fluorescence dequenching, 30 min; higher % means a stronger effect. actives 0.3% (n = 290,000). inhibition, % at 20 µM, or IC50 in µM where a hit was titrated; in the data active means inhibition mostly above about 52%, no sharp cut-off; inactive means mostly below about 76%; further: some results filed as inactive read as strong as hits
# NS5 inhibitors – flavivirus cap methylation enzyme inhibition – biochemical, confirmation dose response, primary screen (AID 588689) | Dengue-2 NS5 methyltransferase capping enzyme assay, biochemical; higher % means a stronger effect | inhibition, % at 25 µM; hits with a dose series show IC50 in µM | actives 0.3% (n = 340,000); in the data active means a potency from the dose series; inconclusive means inhibition above about 29% without an active follow-up result
# Hep lipid drop – hepatic lipid droplet formation modulation; AML12 mouse hepatocytes, oleate lipid droplets, BODIPY imaging; inhibition, % at 6.5 µM; actives 0.4% (n = 240,000); AID 1656;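 active means lipid droplet intensity inhibited by at least 50%, with more than 500 cells counted; inconclusive means wells with under 300 cells, treated as cytotoxic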
#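 Material – mouse AML12 hepatocyte cell line, fixed after treatment · Compound dosing – one dose, 6.5 µM compound · Times – compound with oleate, overnight · Measured by – Image-based BODIPY and DAPI two-channel analysis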
# Hep lipid drop cells 6.5 µM – further read-out of Hep lipid drop, marked with its call; cell count; measured here: cell count, cytotoxicity flag;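 cells counted across two imaged fields per well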
# NS5 inhibitors pilot replicate – second read-out of NS5 inhibitors, no call of its own (marks repeat the call); inhibition, %; measured here: pilot screen replicate inhibition
# Myeloid diff 2 GFP+ MAC1+ % – second read-out of Myeloid diff 2, no call of its own (marks repeat the call); GFP+ MAC1+ double positive, %; measured here: differentiation confirmed by MAC1 staining
# * marks the source's active call; other numbers are inactive results; i = inactive; u = inconclusive; x = not tested or not shown. Unless noted, no stated cut-off is given here; in the data, active means inhibition above about 50%; inactive means the rest. Some of the compounds tested. The share of hits here may be higher or lower than overall.
# Preview (12 entries):
SMILES,SIAH1 antagonists,HEK293 NOD2/NF-kB,XIAP displacement,AID2073,LYP phosphatase,Myeloid diff 2,Myeloid diff 2 GFP+ MAC1+ %,HIV peptide binding,NS5 inhibitors,Hep lipid drop,Hep lipid drop cells 6.5 µM,others
CSc1nsc(SCC(=O)Nc2cccc(C(C)=O)c2)n1,9%,2%,8.0%,-2%,53%*,i,1.1,1.9%,-3%,-1,549,NS5 inhibitors pilot replicate=-0.6
CCOc1ccc(N/C=C/C(=O)c2ccc(C)cc2)c([N+](=O)[O-])c1,2%,-111%,9.7%,u,-4%,i,0.3,-0.4%,-4%,x,x,
CCOc1ccc(S(=O)(=O)Nc2ccc(OC)nc2)cc1,5%,31%,x,-8%,-7%,i,2.2,-0.6%,-2%,5,741,
CC1=CC(=O)C(C(C)C)=C/C1=N/OS(=O)(=O)c1ccccc1,0%,-59%,x,-28%,4%,x,x,-2.5%,-5%,21,733,
Cc1cc(-c2nnc(CCC(=O)N(C)C(C)c3cccs3)o2)no1 (centres undefined),-1%,-192%,x,-12%,-6%,i,0.3,-1.9%,6%,4,764,
CC1CC(=O)N(CC(=O)Nc2ccccc2F)c2ccccc2S1(=O)=O (centres undefined),2%,10%,x,5%,-10%,i,2.5,-1.2%,-5%,-1,718,
O=C(Nc1ccnn1C1CCN(C(=O)c2cccc(Cl)c2)CC1)C1CCOC1 (centres undefined),8%,-1%,x,13%,-7%,i,0.9,1.0%,-1%,-2,732,
COc1ccc(C)cc1NC(=O)CN1CCN(c2ccccn2)CC1,2%,19%,x,-8%,-7%,i,0.9,0.9%,-4%,-20,699,
COc1ccc2c(c1)CCCC21NC(=O)N(CC(N)=O)C1=O (centres undefined),5%,-265%,-4.8%,-2%,-10%,i,1.0,0.0%,-6%,x,x,
COc1ccc(NC(=O)CC2SC(=Nc3ccccc3)NC2=O)cc1 (centres undefined),-4%,8%,-7.5%,7%,-9%,i,1.4,4.4%,-2%,x,x,
CC(C)Oc1ccc(C(CC(=O)O)NC(=O)C2CCCCC2)cc1 (centres undefined),0%,-3%,-3.4%,-5%,0%,i,1.1,3.5%,-9%,x,x,
O=S(=O)(c1ccc2c(c1)OCCO2)N1CCN(c2cccc(Cl)c2)CC1,-2%,0%,-1.2%,-18%,1%,i,0.8,-1.3%,-13%,4,714,

# The listing (from the top)
SMILES,SIAH1 antagonists,HEK293 NOD2/NF-kB,XIAP displacement,AID2073,LYP phosphatase,Myeloid diff 2,Myeloid diff 2 GFP+ MAC1+ %,HIV peptide binding,NS5 inhibitors,Hep lipid drop,Hep lipid drop cells 6.5 µM,others
CSc1nsc(SCC(=O)Nc2cccc(C(C)=O)c2)n1,9%,2%,8.0%,-2%,53%*,i,1.1,1.9%,-3%,-1,549,NS5 inhibitors pilot replicate=-0.6
CCOc1ccc(N/C=C/C(=O)c2ccc(C)cc2)c([N+](=O)[O-])c1,2%,-111%,9.7%,u,-4%,i,0.3,-0.4%,-4%,x,x,
CCOc1ccc(S(=O)(=O)Nc2ccc(OC)nc2)cc1,5%,31%,x,-8%,-7%,i,2.2,-0.6%,-2%,5,741,
CC1=CC(=O)C(C(C)C)=C/C1=N/OS(=O)(=O)c1ccccc1,0%,-59%,x,-28%,4%,x,x,-2.5%,-5%,21,733,
Cc1cc(-c2nnc(CCC(=O)N(C)C(C)c3cccs3)o2)no1 (centres undefined),-1%,-192%,x,-12%,-6%,i,0.3,-1.9%,6%,4,764,
CC1CC(=O)N(CC(=O)Nc2ccccc2F)c2ccccc2S1(=O)=O (centres undefined),2%,10%,x,5%,-10%,i,2.5,-1.2%,-5%,-1,718,
O=C(Nc1ccnn1C1CCN(C(=O)c2cccc(Cl)c2)CC1)C1CCOC1 (centres undefined),8%,-1%,x,13%,-7%,i,0.9,1.0%,-1%,-2,732,
COc1ccc(C)cc1NC(=O)CN1CCN(c2ccccn2)CC1,2%,19%,x,-8%,-7%,i,0.9,0.9%,-4%,-20,699,
COc1ccc2c(c1)CCCC21NC(=O)N(CC(N)=O)C1=O (centres undefined),5%,-265%,-4.8%,-2%,-10%,i,1.0,0.0%,-6%,x,x,
COc1ccc(NC(=O)CC2SC(=Nc3ccccc3)NC2=O)cc1 (centres undefined),-4%,8%,-7.5%,7%,-9%,i,1.4,4.4%,-2%,x,x,
CC(C)Oc1ccc(C(CC(=O)O)NC(=O)C2CCCCC2)cc1 (centres undefined),0%,-3%,-3.4%,-5%,0%,i,1.1,3.5%,-9%,x,x,
O=S(=O)(c1ccc2c(c1)OCCO2)N1CCN(c2cccc(Cl)c2)CC1,-2%,0%,-1.2%,-18%,1%,i,0.8,-1.3%,-13%,4,714,
CCOc1ccc(-c2noc(COC)n2)cc1OC,3%,-3%,-2.2%,-1%,6%,i,1.0,0.0%,-8%,-1,706,
CC12CC3CC(C)(C1)CC(C(=O)NC1=NCCS1)(C3)C2,-4%,-18%,-6.4%,-6%,-6%,i,1.0,-1.5%,0%,-13,746,
CCC1CCC(N2CCN(c3ccccc3F)CC2)CC1 (centres undefined),3%,-32%,x,-4%,-8%,i,0.8,1.2%,-2%,-9,853,
O=C(CCCN1C(=O)/C(=C\c2cccs2)SC1=S)Nc1cccc(C(=O)O)c1,-3%,6%,-4.8%,7%,5%,i,0.0,13%,2%,1,731,
CCc1ccccc1NC(=O)Cn1nnc(-c2cccs2)n1,1%,5%,-6.8%,8%,1%,i,0.9,-0.4%,-1%,x,x,
COCCn1c(C)cc(/C=C2/NC(=O)N(c3cccc(Cl)c3)C2=O)c1C,0%,-21%,-5.9%,10%,-8%,i,0.2,1.4%,-13%,-4,653,
Cc1ccc2nc(NC(=O)c3ccc(Cl)s3)sc2c1,2%,-107%,-3.1%,26%,-3%,i,2.4,2.6%,-7%,x,x,
O=C(Nc1cc(C(=O)N2CCOCC2)cc(C(=O)N2CCOCC2)c1)c1cc(F)c(F)cc1Cl,-2%,10%,-8.2%,-1%,-10%,i,8.1,-0.7%,1%,0,749,
O=C(CCn1cnnn1)Nc1ccc(F)cc1,-2%,-23%,-5.5%,16%,-2%,i,0.2,-0.6%,-2%,10,689,
COCCCN1C(=O)C(=O)/C(=C(/O)c2ccccc2)C1c1ccc2c(c1)OCO2 (centres undefined),7%,12%,-3.5%,-1%,-4%,i,6.1,-4.2%,1%,x,x,
COc1cc(S(=O)(=O)N(Cc2ccc(C)cc2)Cc2ccco2)ccc1-n1cnnn1,-1%,3%,-5.2%,-11%,0%,i,0.9,4.4%,-1%,5,781,
Cn1c(SCc2c(F)cccc2Cl)nnc1-c1cccs1,4%,-56%,0.5%,9%,-3%,i,2.4,0.5%,-11%,-2,714,
Cc1ccc(C(=O)N2CCN(c3ccccc3)CC2)cc1S(=O)(=O)N1CCCC1,1%,12%,-5.7%,-1%,4%,i,1.5,1.1%,4%,x,x,
# Additional entries
SMILES,SIAH1 antagonists,HEK293 NOD2/NF-kB,XIAP displacement,AID2073,LYP phosphatase,Myeloid diff 2,Myeloid diff 2 GFP+ MAC1+ %,HIV peptide binding,NS5 inhibitors,Hep lipid drop,Hep lipid drop cells 6.5 µM,others
O=C(O)c1ccc(Cn2cc(C(F)(F)F)ccc2=O)cc1,4%,14%,-3.5%,4%,-2%,i,0.3,0.8%,-4%,1,630,
CCCCCC(=O)Nc1nc(C)c(-c2csc(Nc3ccccc3OC)n2)s1,2%,-16%,-10%,6%,1%,x,x,-0.8%,0%,x,x,
Fc1ccc(-c2csc3ncnc(N4CCc5ccccc5C4)c23)cc1,5%,-6%,-8.1%,2%,1%,i,0.3,-0.2%,-3%,28,669,
O=C(Cc1ccc(F)cc1)NC1CCCCCC1,1%,-4%,x,12%,-8%,i,1.1,0.8%,-7%,0,821,
O=[N+]([O-])c1ccc(F)cc1OCc1nc(-c2cccs2)no1,-1%,-69%,-3.5%,0%,-9%,i,0.2,-1.0%,1%,3,711,
Cc1ccccc1NC(=O)NC1(C(=O)NCC2CCCO2)CCCCC1 (centres undefined),4%,-10%,x,5%,-4%,i,0.4,0.0%,-11%,-2,798,
c1ccc(-c2cc(-c3nnc4sc(-c5ccccn5)nn34)[nH]n2)cc1,-3%,4%,1.8%,7%,-3%,i,0.6,-0.5%,5%,x,x,
COc1ccc(C)cc1S(=O)(=O)Nc1ccccc1,0%,12%,-4.7%,2%,-3%,i,4.9,4.7%,-5%,-11,769,
N#Cc1cnn2c(C(F)(F)F)cc(-c3ccccc3)nc12,-4%,11%,x,25%,-3%,i,0.6,-1.0%,1%,-3,803,
Cc1nnc(NC(=O)C2CC(=O)N(c3ccccc3)C2)s1 (centres undefined),-1%,-6%,x,2%,-10%,i,0.7,1.3%,-9%,9,703,
COc1ccc(-c2nc(SC)n(C(=O)c3ccco3)n2)cc1,-3%,-12%,-2.3%,13%,-4%,i,0.7,-1.7%,-6%,-9,718,
CC(=O)NC(CCS(C)(=O)=O)C(=O)Nc1ccc(F)cc1Cl (centres undefined),-2%,6%,-5.1%,13%,-6%,i,1.5,2.4%,-10%,x,x,
COc1cccc(N(CC(=O)N2CCCC2)S(C)(=O)=O)c1,-2%,15%,x,-9%,-14%,i,0.7,-0.3%,-8%,10,804,
Nc1ccc(Oc2ccc3c(c2)OCO3)cc1,7%,-20%,-1.4%,-7%,1%,i,0.4,-2.2%,-1%,13,646,
N#C/C(=C\c1c(N2CCN(Cc3ccccc3)CC2)nc2ccccn2c1=O)S(=O)(=O)c1ccccc1,5%,17%,x,12%,1%,i,1.9,11%,2%,-5,674,
O=[N+]([O-])c1cccc(N(CC(O)CN2CCCC2)S(=O)(=O)c2ccccc2)c1 (centres undefined),2%,5%,x,11%,-10%,i,0.6,-1.9%,4%,-3,842,
CCn1c(C)nc2cc(C(=O)NNC(=S)Nc3ccccc3)ccc21,14%,-49%,-2.1%,-4%,-8%,x,x,-2.1%,-1%,1,754,
Cc1cc(C)cc(N(C(C)C(=O)Nc2c(C)n(C)n(-c3ccccc3)c2=O)S(C)(=O)=O)c1 (centres undefined),2%,-3%,-9.9%,-4%,0%,i,0.6,-3.5%,1%,-3,625,
Cc1ccc(NC(=O)[C@@H]2CCCN2C(=O)[C@@H]2Cc3ccccc3CN2)c(C)c1,12%,12%,x,28%,-14%,i,0.3,1.8%,-10%,11,806,
O=C(Nc1ccc(Cl)cc1)N1CCN(c2ncccn2)CC1,0%,-17%,-8.4%,-7%,-8%,i,0.4,0.2%,3%,12,700,
CC(Cc1ccc(Cl)cc1)N1CCC(n2nccc2NC(=O)C2CCCC2)CC1 (centres undefined),-6%,-2%,x,1%,-2%,i,1.4,11%,-4%,-22,659,
CC(=O)Nc1ccccc1OCC(=O)c1cc(C)n(Cc2cccs2)c1C,-3%,x,1.6%,-4%,2%,i,1.9,-1.4%,-10%,-129,659,

# Screening results from PubChem BioAssay.
